# Rac1 GTP hydrolysis: MgcRacGAP GTPase-activating activity inhibitors, confirmation, biochemical, ADP Hunter fluorescence; Rac GTPase-activating protein 1 (Homo sapiens); MgcRacGAP-stimulated Rac1 GTP hydrolysis, ADP Hunter fluorescence; higher % means a stronger effect; GST-tagged Rac1 F28L mutant substrate; inhibition, % at 30 µM, or IC50 in µM where a hit was titrated; 340,000 tested, 0.6% active; AID 624330, 2012;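 active means first-screen hits whose inhibition reached a set limit at any dose in the follow-up dose series; inconclusive means inhibition above the set first-screen limit but never retested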;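 further: fluorescence reports GDP produced by GAP-driven GTP hydrolysis; strong numbers were not always called active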
# NTR1 agonist: agonists of NTR1, primary screen, imaging, U2OS cells, beta-arrestin-GFP, high content (AID 493036); NTR1-U2OS beta-arrestin-GFP spot imaging, agonist mode; activation, % at 20 µM; Neurotensin receptor type 1 (Homo sapiens), P30989; 330,000 tested, 0.17% active;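 active means activation at or above 40% of the spot to cytoplasm intensity ratio, with at least 20 cells analyzed; inconclusive means wells under 20 cells, flagged as cytotoxic or low count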;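 further: 0% = DMSO without peptide and 100% = 100 nM NTR1 peptide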
# Target sequence (P30989 whole entry, looked up): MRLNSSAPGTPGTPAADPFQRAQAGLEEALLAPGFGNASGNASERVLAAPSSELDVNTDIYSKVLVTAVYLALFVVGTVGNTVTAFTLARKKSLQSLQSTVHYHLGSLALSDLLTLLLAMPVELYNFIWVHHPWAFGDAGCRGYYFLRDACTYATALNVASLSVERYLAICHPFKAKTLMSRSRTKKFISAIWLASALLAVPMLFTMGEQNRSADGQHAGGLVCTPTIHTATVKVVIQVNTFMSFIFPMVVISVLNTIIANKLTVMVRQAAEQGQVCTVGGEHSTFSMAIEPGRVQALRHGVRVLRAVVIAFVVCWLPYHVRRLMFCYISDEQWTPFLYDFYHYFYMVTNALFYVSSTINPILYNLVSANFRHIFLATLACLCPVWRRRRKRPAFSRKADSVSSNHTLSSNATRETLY
# LYP phosphatase: inhibitors of LYP phosphatase, biochemical, fluorescence intensity, uHTS (AID 1779); Tyrosine-protein phosphatase non-receptor type 22 (Homo sapiens); recombinant LYP phosphatase, fluorescence intensity; higher % means a stronger effect; inhibition, % at 11.5 µM, or IC50 in µM where a hit was titrated; 290,000 tested, 0.054% active; in the data active means inhibition above about 50%;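 further: plate controls were vehicle with enzyme for no effect and no enzyme for full effect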
# Myeloid diff MLP: induction of myeloid progenitor differentiation, primary screen, cell-based, flow cytometry, MLPCN library; ER-HoxA9 myeloid progenitors, lysozyme-GFP differentiation; calls only at 10 µM; 360,000 tested, 1% active;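 active means normalized GFP-positive differentiation at or above the plate's own cutoff, the solvent-only control mean plus 3 SD; inconclusive means no clear call, values can overlap the other calls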;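 further: cells exposed to compound for four days before flow analysis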
# GPR35 arrestin U2OS: GPR35 antagonists blocking zaprinast-driven arrestin recruitment, primary screen, imaging, U2OS, beta-arrestin-GFP, zaprinast agonist (AID 2058); U2OS GPR35 beta-arrestin-GFP translocation imaging, zaprinast antagonism; higher % means a stronger effect; inhibition, % at 10 µM, or IC50 in µM where a hit was titrated; 290,000 tested, 0.052% active;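 active means inhibition of at least 50% with at least 30 cells and total cytoplasm GFP at most 10,000,000; inconclusive means under 30 cells or total GFP of 10,000,000 plus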
# GPR55 LPI antagonism: GPR55 antagonists blocking LPI-driven arrestin recruitment, primary screen, imaging, U2OS, beta-arrestin-GFP, LPI agonist (AID 2013); G-protein coupled receptor 55 (Homo sapiens); U2OS GPR55 beta-arrestin-GFP translocation imaging, LPI antagonism; higher % means a stronger effect; inhibition, % at 10 µM; hits with a dose series show IC50 in µM; 290,000 tested, 0.13% active;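 active means spots per cell inhibited over 60%, with over 100 cells counted and total cytoplasm intensity under 500,000; inconclusive means wells with under 100 cells, flagged as likely toxic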;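 further: U2OS cells stably carrying GPR55 and arrestin-GFP stimulated by 5 µM LPI near EC80; imaged beta-arrestin-GFP aggregate spots per cell after agonist stimulation; plate controls were LPI-stimulated DMSO wells for no effect and DMSO wells without LPI for full effect; some results filed as inactive read as strong as hits; confirmed hits need IC50 under 10 µM and bright autofluorescent wells are also inconclusive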
# PhoP inhibition: inhibitors of PhoP regulon expression, primary screen, Salmonella Typhimurium, GFP reporter (AID 1863); S. Typhimurium PhoP-regulated promoter GFP reporter, 4 h; higher % means a stronger effect; one-dose inhibition, % at 50 µM; IC50 in µM for titrated hits; 300,000 tested, 0.16% active;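 active means inhibition over 29.93%, a cutoff 3 SD above the screen mean, later confirmed by dose response; inconclusive means inhibition over 29.93% but no dose response follow-up; inactive means inhibition at most 29.93% or unconfirmed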;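 further: 0% = low Mg2+ inducing control and 100% = high Mg2+ repressing control; strong numbers were not always called active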
# HIV fusion peptide: inhibitors of HIV fusion peptide binding, primary screen, biochemical, uHTS, fluorescence dequenching (AID 1986). cell-free peptide binding, fluorescence dequenching, 30 min; higher % means a stronger effect. inhibition, % at 20 µM, or IC50 in µM where a hit was titrated. 290,000 tested, 0.3% active; in the data active means inhibition mostly above about 52%, no sharp cut-off; inactive means mostly below about 76%; further: some results filed as inactive read as strong as hits
# SIAH1 antagonists: Siah-1 peptide-binding antagonists, primary screen, biochemical, fluorescence polarization, rhodamine-plectin, uHTS (AID 1817); displacement, % at 20 µM, or IC50 in µM where a hit was titrated; 290,000 tested, 0.02% active; E3 ubiquitin-protein ligase SIAH1 (Homo sapiens); Siah-1 / rhodamine-plectin peptide fluorescence polarization; higher % means a stronger effect;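 active means displacement of at least 50% at 20 µM, with a fluorescence ratio check between 0.3 and a set limit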;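 further: plate controls were Siah plus tracer with DMSO for no effect and tracer alone without Siah for full effect; strong numbers were not always called active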
# NTR1 agonist cell count 20 µM: second read-out of NTR1 agonist, no call of its own (marks repeat the call); cell count; measured here: cell count, cytotoxicity flag
# Myeloid diff MLP GFP+ MAC1+ %: also measured in Myeloid diff MLP; calls as there; GFP+ MAC1+ double positive, %; measured here: differentiation confirmed by MAC1 staining
# * hit, by the source's call; i = inactive; ? = inconclusive; . = no result given. Rows were taken by chance; overall some 2.4% were active at least once.
SMILES,Rac1 GTP hydrolysis,NTR1 agonist,NTR1 agonist cell count 20 µM,LYP phosphatase,Myeloid diff MLP,Myeloid diff MLP GFP+ MAC1+ %,GPR35 arrestin U2OS,GPR55 LPI antagonism,PhoP inhibition,HIV fusion peptide,SIAH1 antagonists
CCOc1ccccc1CN1CCN(C2CCOCC2)CC1CCO (configuration not stated),-3%,0.4,68,-7%,i,0.3,11%,11%,.,-0.3%,2%
CN(c1ccccc1)S(=O)(=O)c1ccc(Cl)nc1,-1%,-0.8,53,4%,i,0.4,-8%,-4%,-5%,1.0%,4%
C=CCNC(=S)NNC(=O)c1ccccc1OCC,1%,0.3,58,-11%,i,0.7,14%,5%,-3%,-2.3%,1%
CCOc1ccccc1C(=O)NCC(=O)OCC(=O)c1ccc2c(c1)OCCO2,7%,2.5,47,-2%,i,1.0,-7%,-7%,12%,-0.6%,-2%
CCCCCOc1ccc(C(=O)OC(C)C(=O)NCc2ccco2)cc1 (configuration not stated),7%,1.3,65,-2%,i,1.3,11%,0%,-2%,-1.9%,4%
Cc1ccc(Cl)cc1NC(=O)CCC(=O)NCc1ccco1,3%,-0.6,59,-7%,.,.,-14%,-7%,-4%,3.6%,4%
CN(C)c1cccc(NC(=O)NC2(C)CCS(=O)(=O)C2)c1 (configuration not stated),-2%,-1.4,42,-12%,i,2.1,24%,0%,.,0.2%,9%
O=C(NC1CCN(S(=O)(=O)c2ccccc2)CC1)C1CCCCC1,3%,-0.2,49,-3%,i,5.8,15%,-1%,-4%,-2.6%,1%
O=C(Cn1cc(C(=O)c2ccco2)c2ccccc21)NC1CC1,0%,-1.6,59,-6%,i,1.0,12%,-4%,5%,2.3%,12%
Cc1ccc(CNC(=O)c2ccc(N(C)S(=O)(=O)c3ccccc3)cc2)cc1,-6%,-0.9,50,1%,?,.,0%,6%,-3%,-0.1%,-1%
COc1ccc(-c2cc(=O)c3ccccc3n2C)cc1,7%,0.6,69,-5%,i,0.6,0%,-2%,-5%,4.1%,3%
CCC(c1nnnn1Cc1cccs1)N1CCN(C2CCCC2)CC1 (configuration not stated),0%,-4.0,69,1%,i,0.5,6%,-14%,15%,-0.2%,4%

# Arranged by number of heavy atoms (rising): part of the list above.
SMILES,Rac1 GTP hydrolysis,NTR1 agonist,NTR1 agonist cell count 20 µM,LYP phosphatase,Myeloid diff MLP,Myeloid diff MLP GFP+ MAC1+ %,GPR35 arrestin U2OS,GPR55 LPI antagonism,PhoP inhibition,HIV fusion peptide,SIAH1 antagonists
COc1ccc(-c2cc(=O)c3ccccc3n2C)cc1,7%,0.6,69,-5%,i,0.6,0%,-2%,-5%,4.1%,3%
Cc1ccc(Cl)cc1NC(=O)CCC(=O)NCc1ccco1,3%,-0.6,59,-7%,.,.,-14%,-7%,-4%,3.6%,4%
O=C(Cn1cc(C(=O)c2ccco2)c2ccccc21)NC1CC1,0%,-1.6,59,-6%,i,1.0,12%,-4%,5%,2.3%,12%
CCC(c1nnnn1Cc1cccs1)N1CCN(C2CCCC2)CC1 (configuration not stated),0%,-4.0,69,1%,i,0.5,6%,-14%,15%,-0.2%,4%
CCCCCOc1ccc(C(=O)OC(C)C(=O)NCc2ccco2)cc1 (configuration not stated),7%,1.3,65,-2%,i,1.3,11%,0%,-2%,-1.9%,4%

# The results go on.
SMILES,Rac1 GTP hydrolysis,NTR1 agonist,NTR1 agonist cell count 20 µM,LYP phosphatase,Myeloid diff MLP,Myeloid diff MLP GFP+ MAC1+ %,GPR35 arrestin U2OS,GPR55 LPI antagonism,PhoP inhibition,HIV fusion peptide,SIAH1 antagonists
CC(C)NC(=O)NC(=O)COC(=O)c1ncc(Cl)c(Cl)c1Cl,5%,2.5,39,-6%,i,0.5,2%,-3%,-2%,-0.6%,3%
COc1ccc(N(CC(=O)Nc2ccc3c(c2)OCO3)S(=O)(=O)c2ccccc2)c(OC)c1,9%,-2.3,81,-8%,i,1.4,3%,4%,4%,-0.9%,-3%
CNc1c(NS(=O)(=O)c2ccc3c(c2)CCCC3)c(=O)oc2ccccc12,-5%,0.3,39,-6%,i,0.8,-7%,-7%,1%,2.3%,10%
COc1ccccc1CCN1CCCC(CN(C)C(=O)CCC(N)=O)C1 (configuration not stated),3%,-0.7,59,-10%,i,1.0,0%,20%,-4%,0.7%,-3%
N#Cc1nc(-c2ccccc2)oc1N1CCN(C(=O)c2ccco2)CC1,1%,-0.8,59,-6%,i,1.0,16%,-8%,5%,-1.2%,-1%
Cc1c(C(=O)OCC[N+]2(C)CCCCC2)oc2ccccc12,0%,-1.0,77,-6%,i,0.7,-1%,10%,-5%,-1.8%,4%
COc1ccc(S(=O)(=O)N(c2onc(C)c2Cl)S(=O)(=O)c2ccc(OC)c(OC)c2)cc1OC,4%,0.3,81,3%,i,0.4,20%,6%,-3%,4.4%,7%
O=C(Cn1nc(-c2ccccc2)c2ccccc2c1=O)NCC1CCCO1 (configuration not stated),8%,-1.1,56,-3%,i,2.7,9%,11%,-8%,5.1%,-3%
COc1cccc(/C=C/C(=O)NCCc2ccc3c(c2)OCCO3)c1,9%,-0.9,40,-8%,i,0.5,17%,6%,-4%,-2.0%,-3%
CC(OC(=O)CCC(=O)c1cccs1)C(=O)Nc1ccccc1[N+](=O)[O-] (configuration not stated),5%,-0.3,58,-3%,i,0.4,14%,42%,10%,-2.4%,4%
O=C(CSc1ccc(-c2ccccn2)nn1)N1CCCC1,8%,-0.1,59,-4%,i,0.7,0%,2%,-8%,1.3%,0%
CCOc1cc(N2CCOCC2)c(OCC)cc1NC(=O)COC(=O)CCOc1ccc(C)cc1,8%,-0.4,45,.,i,1.6,.,.,2%,.,.
CC(NC(=O)c1ccc(NC(=O)CC2SC(N3CCCC3)=NC2=O)cc1)c1ccc(S(N)(=O)=O)cc1 (configuration not stated),5%,-0.9,53,.,i,0.0,.,.,-4%,.,.
CCCCSCCCNC(=O)CCCN1C(=O)c2ccccc2Sc2ncccc21,9%,-0.2,94,-10%,i,0.8,16%,85%,2%,0.4%,-1%
CC(CC(=O)O)CC(=O)Nc1nncs1 (configuration not stated),14%,1.9,49,-11%,i,0.1,0%,1%,.,-0.4%,0%
Cc1[nH]c2ccc(C(=O)NC3CCC(C)CC3)cc2c1C (configuration not stated),7%,0.0,53,-14%,i,2.7,8%,6%,5%,0.4%,2%
CN(C(=O)c1ccccc1C(=O)OCC(=O)NCc1ccccc1)C1CCCCC1,-2%,-0.6,86,-4%,i,0.4,7%,-5%,13%,2.2%,4%
COc1ccc(-c2ccc(OC)c([C@H]3[C@H]4C=CC[C@@H](C)[C@@H]4C(=O)N3Cc3ccccc3)c2)cc1OC,12%,5.4,88,5%,i,0.7,5%,11%,-2%,0.8%,2%
O=C(NCC1CCCN1S(=O)(=O)c1cccs1)C(=O)Nc1ccccc1 (configuration not stated),4%,-0.5,52,.,i,0.6,.,.,-7%,.,.
COc1cc2c(cc1OC)C(c1ccccc1)NC(C)(C)C2 (configuration not stated),12%,0.2,99,-4%,i,0.3,-15%,7%,1%,-0.5%,3%
CCOC(=O)N1CCN(S(=O)(=O)c2ccc(C(=O)N(CCN(C)C)c3nc4ccc(Cl)cc4s3)cc2)CC1,10%,-0.8,65,-10%,?,.,-23%,-3%,14%,2.4%,-2%
CCN1CCN(C(=S)Nc2sc(C)c(-c3ccccc3)c2C(=O)OC)CC1,5%,2.5,86,-3%,?,.,-21%,5%,-5%,-0.3%,-2%
S=C(Nc1ccc(Cl)cc1)N1CCN(C2CCCCC2)CC1,-1%,3.1,64,-6%,i,8.5,-8%,10%,-7%,-1.2%,1%
Cc1ccc2c(C)c(C(=O)Nc3c(C)n(C)n(-c4ccccc4)c3=O)oc2c1C,12%,-0.3,35,-7%,i,0.2,-2%,8%,-16%,0.0%,3%
COc1ccccc1CCNS(=O)(=O)c1cn(C)c(=O)n(C)c1=O,-5%,0.6,57,-1%,i,1.3,-11%,4%,-9%,0.6%,-2%
O=C(NC1CCCC1)c1nc2c(nnn2Cc2ccccc2Cl)c(=O)[nH]1,-2%,0.9,37,2%,i,0.3,-1%,17%,0%,18%,-2%
O=C(O)Cc1sc(N/N=C\c2ccncc2)nc1-c1ccccc1,5%,0.1,40,-3%,i,4.8,4%,-16%,.,23%,-4%
CC(C)C(NC(=O)C1CCC(C(C)(C)C)CC1)C(=O)NCc1cccnc1 (configuration not stated),5%,0.1,74,-8%,i,0.9,-11%,1%,8%,-1.1%,-4%
O=c1oc(-c2cccs2)nc2c1cnn2-c1ccccc1,2%,11,40,-1%,i,5.4,-2%,-2%,-18%,-1.0%,1%
COc1cccc(C(=O)OCCN2CCOCC2)c1,2%,2.4,77,-9%,i,0.0,3%,3%,.,-0.5%,19%
COC(=O)c1ccc2[nH]c(C)c(CN3CCCC3)c(=O)c2c1,5%,.,.,-10%,i,0.7,18%,0%,-11%,-1.7%,-7%
CCN(CC)CCNC(=O)c1cn(CCOC)c(=O)c2c1c1ccccc1n2C,8%,0.0,89,-8%,i,0.6,6%,7%,8%,-2.1%,-3%
Cc1noc(C)c1S(=O)(=O)N(CC(=O)Nc1ccc2c(c1)OCO2)c1ccc(C(C)C)cc1,1%,1.8,57,3%,i,1.1,-7%,-5%,1%,-0.3%,1%
O=C(/C=C/c1cccc([N+](=O)[O-])c1)OC1CCCCC1=O (configuration not stated),7%,-0.6,79,1%,i,0.8,3%,6%,-9%,0.2%,3%
CCn1cc(CNC(=O)c2ccc3nc(Cc4ccc(OC)cc4)oc3c2)cn1,0%,-0.9,59,-10%,i,0.0,14%,-19%,10%,-0.8%,-4%
O=C(N/N=C/c1ccc(F)cc1)c1cc(-c2ccco2)nc2ccccc12,108µM*,1.0,65,13%,i,0.4,-8%,-16%,38%,70%,-2%
CCN(Cc1ccc(OC)c(F)c1)C(=O)c1cc2ccccc2o1,2%,0.6,49,2%,i,1.6,3%,-5%,-6%,-1.4%,6%

# Screens (PubChem)
